RNase H inhibition: RNase H inhibition, HIV 1 Gag Pol polyprotein, FRET biochemical assay, screening (AID 372); HIV-1 RT RNase H, FRET RNA/DNA substrate fluorescence; higher % means a stronger effect; actives 0.77% (n = 100,000); inhibition, % at 10 µM; hits with a dose series show IC50 in µM; in the data active means inhibition above about 50%
Numbers without * were called inactive. An excerpt (hit frequency here may not be typical).

canonical_smiles,RNase H inhibition
O=C(Cc1ccccc1)Nc1ccc(-c2ccc(NC(=O)Cc3ccccc3)cc2)cc1,8%
COc1ccc(N2C(=O)c3ccc(-c4nc5ccccc5c(=O)o4)cc3C2=O)c(OC)c1,1%
O=C(Nc1ccc(-c2nc3cc(Cl)ccc3o2)cc1)c1cccc(Br)c1,8%
Brc1ccc(-c2noc(C(c3ccccc3)c3ccccc3)n2)cc1,0%
N#Cc1c(NC(=S)NC(=O)/C=C/c2ccccc2)sc2c1CCC2,8%
Cc1ccc2c(c1)c(N=NC(=O)c1cccc(O)c1)c(O)n2C,3%
CCc1c(C)sc(NC(=O)c2cccnc2)c1C(N)=O,31%
CCCCOC(=O)COc1ccc2c3c(c(=O)oc2c1C)CCC3,0%
CCOC(=O)C1CCN(Cn2nc(-c3ccc(C)cc3)oc2=S)CC1,1%
Oc1c(C=Nc2cccc3nsnc23)cc(Br)c2ccccc12,5%
N/C(=N\OC(=O)c1ccc(I)cc1)c1cccnc1,7%
COc1ccc(S(=O)(=O)Nc2ccc(S(N)(=O)=O)cc2)cc1,9%
NC(=O)C1CCN(C(=O)c2ccc([N+](=O)[O-])cc2)CC1,8%
COc1ccc(N2C(=O)/C(=C\c3cccc(OC(=O)c4ccco4)c3)SC2=S)cc1,14%
COc1ccc(C(=O)/C=C/c2cccc(OC)c2OC)cc1,15%
O=C(Nc1ccc2nc(-c3ccc(-c4nc5ccc(NC(=O)c6cccc7ccccc67)cc5[nH]4)cc3)[nH]c2c1)c1cccc2ccccc12,37%
CCCCOC(=O)C1=C(C)NC(=O)NC1c1ccccc1Cl (stereo not given),2%
C/C(=N/Nc1ccc([N+](=O)[O-])cc1)c1c[nH]c2ccccc12,17%
Oc1ccc(N=C/C=C/c2ccc(Cl)cc2Cl)cc1-c1nc2ccccc2o1,8%
O=C(Nc1ccc(Cl)c(Cl)c1)c1cc2ccccc2o1,9%
CCCNC(=O)C12CC3CCC(CC(C3)C1)C2,11%
COc1cc(C=C2C(=O)c3ccccc3C2=O)ccc1OCc1ccc(I)cc1,4%
COc1ccc(N(CC(=O)N2CCN(c3ccccc3OC)CC2)S(=O)(=O)c2ccccc2)c(OC)c1,7%
COCCCN1C(=O)/C(=C/c2ccc(F)cc2)SC1=S,11%
O=C(Nc1ccc(I)cc1)c1ccc(F)cc1,0%

Exported as labelled records: entries from further up.
NC(=O)C1CCN(C(=O)c2ccc([N+](=O)[O-])cc2)CC1
  RNase H inhibition: 8%

COc1ccc(N2C(=O)/C(=C\c3cccc(OC(=O)c4ccco4)c3)SC2=S)cc1
  RNase H inhibition: 14%

COc1ccc(C(=O)/C=C/c2cccc(OC)c2OC)cc1
  RNase H inhibition: 15%

O=C(Nc1ccc2nc(-c3ccc(-c4nc5ccc(NC(=O)c6cccc7ccccc67)cc5[nH]4)cc3)[nH]c2c1)c1cccc2ccccc12
  RNase H inhibition: 37%

The listing picks up, repeating the three entries before the break.
canonical_smiles,RNase H inhibition
COc1ccc(N(CC(=O)N2CCN(c3ccccc3OC)CC2)S(=O)(=O)c2ccccc2)c(OC)c1,7%
COCCCN1C(=O)/C(=C/c2ccc(F)cc2)SC1=S,11%
O=C(Nc1ccc(I)cc1)c1ccc(F)cc1,0%
CCOC(=O)C1=C(C)N=c2s/c(=C\c3ccccc3OC)c(=O)n2C1c1ccccc1Cl (stereo not given),20%
CCc1ccc(NC(=O)/C=C/c2ccc(Cl)cc2)cc1,28%
CCOc1cc(/C=C(/C#N)c2ccc([N+](=O)[O-])cc2)ccc1OC(C)c1ccccc1 (stereo not given),18%
CC(C)(C)c1ccccc1OCC(O)CN1CCOCC1 (stereo not given),0%
O=C(NC1CCCCC1)O/N=C\c1ccccc1Cl,5%
Cc1ccc(OCCCCN2CCCC2)cc1C,6%
CCC(=O)N1c2ccccc2NC2=C(C(=O)CC(C)(C)C2)C1c1ccc(F)cc1 (stereo not given),6%
CN(Cc1cc(C(C)(C)C)cc(C(C)(C)C)c1O)Cc1cccc2ccccc12,13%
Cc1ccc(C)c(OCC(O)CN2CC(C)CC(C)C2)c1 (stereo not given),4%
CCCCCCCCCCCCCCCCn1c(/N=C/c2cc([N+](=O)[O-])ccc2O)nc2ccccc21,18%
O=[N+]([O-])c1ccc(-c2ncccc2O)cc1,14%
COc1ccccc1CNC(=O)c1ccc(C(C)(C)C)cc1,5%
CS(=O)(=O)N(Cc1ccccc1)c1ccc(C(=O)N[C@@H]2C[C@H]3CC[C@@H]2C3)cc1,1%
Cc1ccnc(Nc2nc(-c3c(C)nc4sccn34)cs2)c1,18%
O=c1c2ccccc2nc(SCCc2ccccc2)n1Cc1ccccc1,9%
COc1ccccc1/C=N/NS(=O)(=O)c1ccccc1,0%
COc1cccc(C2CC(=O)c3c(ccc4ccccc34)N2)c1OC (stereo not given),21%
CCOC(=O)C(CCOc1ccc(C)c(C)c1)C(=O)OCC,7%
Cc1cc(C)n(C(=O)CNC(=O)c2ccco2)n1,0%
COc1ccc(C(=O)Nc2ccncc2)cc1Br,0%
C=COCCNC(=O)C(=O)NC1CCCCC1,6%
CN(CCOC(=O)/C=C/c1ccccc1)C(C)(C)C,10%
O=C1NC(c2ccc(F)cc2)Oc2ccccc21 (stereo not given),0%
c1coc(CNc2nc(-c3ccc4ccccc4c3)cs2)c1,22%
C=CCN1C(=O)/C(=C\c2cccc(Oc3ccc([N+](=O)[O-])cc3[N+](=O)[O-])c2)SC1=S,1%

3 compounds already listed, arranged by length of the SMILES, low to high:
canonical_smiles,RNase H inhibition
O=C1NC(c2ccc(F)cc2)Oc2ccccc21 (stereo not given),0%
Cc1cc(C)n(C(=O)CNC(=O)c2ccco2)n1,0%
O=C(Cc1ccccc1)Nc1ccc(-c2ccc(NC(=O)Cc3ccccc3)cc2)cc1,8%

The list continues:
canonical_smiles,RNase H inhibition
O=C(Nc1ccc(Br)cc1)C1c2ccccc2Oc2ccccc21,0%
CCOn1c(=O)c(=O)n(OCc2ccccc2)c2ccccc21,9%
CCc1cc(OCCOCCOc2ccc(C)cc2OC)ccc1Cl,23%
CC(=O)c1ccc(NC(=O)c2ccc3c(c2)C(=O)N(c2cccc([N+](=O)[O-])c2)C3=O)cc1,32%
COc1ccc2c(c1OC)C(=O)N(c1cccc(F)c1)C2=O,3%
C=CCOc1ccc2c(OC)c3ccoc3nc2c1OC,5%
Cc1nc(NC(=O)C2C3CCC(O3)C2C(=O)O)sc1-c1ccccc1 (stereo not given),7%
CCOc1cc(OCC)cc(C(=O)Nc2ccc(F)cc2)c1,12%
NS(=O)(=O)c1ccc(NC(=O)COc2ccc(Cl)cc2)cc1,2%
CS(=O)(=O)N(CC(=O)NCc1ccco1)c1ccc(Cl)cc1,5%
COc1ccc(C(=O)NC(=S)Nc2ccccc2S)cc1,12%
CCC(C)C(C(=O)Nc1ccc(I)cc1)N1C(=O)c2ccccc2C1=O (stereo not given),0%
O=C(/C=C/c1ccc(OC(=O)c2cccnc2)cc1)c1ccccc1,6%
CCOc1ccc(C(=O)NC(=S)Nc2cc(-c3nc4ccccc4o3)ccc2C)cc1[N+](=O)[O-],39%
O=[N+]([O-])c1ccc(CN2CCN(Cc3cccnc3)CC2)cc1,2%
O=C(CSCc1ccccc1)Nc1ccc(Oc2ccccc2)cc1,5%
O=C1NC(=S)N/C1=C/c1cc(Cl)cc(Cl)c1O,10%
Nc1ccc(O)c(-c2nc3ccc(N)cc3[nH]2)c1,27%
COc1cc(C)ccc1OCCOCCOc1cccc(Br)c1,33%
COC(=O)c1ccc(/C=C2/C(=O)NC(=O)N(c3ccc(C(C)C)cc3)C2=O)cc1,0%
CCOC(=O)c1ccc(NC(=O)COc2ccc(Cl)cc2C)cc1,6%
COC(=O)c1ccc(/C=c2\sc3nc4c(C)cc(C)cc4n3c2=O)cc1,1%
COc1ccc(/C=N/NC(=O)C(C)Sc2nc(C)cc(C)n2)cc1 (stereo not given),10%
COC(=O)C1=C(C)N(c2ccc(C)cc2)/C(=C/c2ccc(O)cc2)C1=O,14%
CC(=O)c1ccc(N2CCN(Cc3ccncc3)CC2)cc1,6%

(list continues)
canonical_smiles,RNase H inhibition
COc1ccc(C(=O)Nc2ccc(N3CCN(C(C)=O)CC3)cc2)cc1[N+](=O)[O-],11%
COc1ccc(-c2n[nH]c(=S)n2-c2ccc(C)cc2)cc1,10%
Cc1ccc2[nH]c3nc(N/N=C/c4ccccn4)nnc3c2c1,3%
Cc1cccc(-n2c(C)cc(/C=N/NC(N)=S)c2C)c1,56%*
Cc1cc(Cl)ccc1OCC(=O)Nc1cc(-c2nc3ccccc3o2)ccc1Cl,15%
Cc1cccc(C)c1N(Cc1ccco1)C(=O)CC1CCCCC1,10%
CCCCOC(C)n1cc(F)c(=O)[nH]c1=O (stereo not given),40%
COc1ccc(C(=O)Nc2sc3c(c2C(=O)Nc2cccc4ccccc24)CCCC3)cc1OC,4%
O=C(NCC1CCCO1)/C(=C/c1ccc(-c2ccccc2Cl)o1)NC(=O)c1ccccc1 (stereo not given),15%
CCOc1cccc(OCCOc2ccc([N+](=O)[O-])cc2Cl)c1,20%
CCOC(=O)COc1cc(C)ccc1C(C)(C)C,0%
O=C(O)c1c[nH]c2ccc(Br)cc2c1=O,13%
Cc1ccc(/C(O)=C2/C(=O)C(=O)N(c3ccc(S(N)(=O)=O)cc3)C2c2cccc([N+](=O)[O-])c2)cc1 (stereo not given),6%
O=C1C(=O)c2ccccc2C(O)=C1[N+](=O)[O-],8%
CC(=O)Nc1ccc(C(=O)CSc2n[nH]c(-c3ccccc3)n2)cc1,1%
COc1ccc(C2/C(=C(/O)c3ccccc3)C(=O)C(=O)N2c2ccc(Br)cc2)cc1OC (stereo not given),13%
CCOC(=O)c1ccccc1NC(=O)CN(c1cccc(C(F)(F)F)c1)S(C)(=O)=O,48%
Cc1c(Cl)cccc1NCN1C(=O)c2ccccc2C1=O,27%
Cc1cccc(Oc2ccc(N3C(=O)C4C5C=CC(C6CC56)C4C3=O)cc2)c1 (stereo not given),1%
COc1c(Br)cc(Br)cc1/C=N\NC(=O)CNc1ccccc1C,17%
Cc1cccc(C(=O)NC(=S)Nc2ccc3oc(-c4cccc(F)c4)nc3c2)c1,38%
CC(C)C(NS(=O)(=O)c1ccccc1[N+](=O)[O-])C(=O)Nc1cccc2ccccc12 (stereo not given),12%
O=C(Nc1sc2c(c1C(=O)O)CCCCC2)c1ccco1,3%
Cc1c(Cl)cccc1-c1ccc(C(=O)Nc2ccccc2[N+](=O)[O-])o1,10%
CC(/C=C1\SC(=S)N(c2cccc(C(F)(F)F)c2)C1=O)=C\c1ccccc1,9%

Next results.
canonical_smiles,RNase H inhibition
COc1ccc(/C=N/N2C(=O)CSC2=S)cc1,5%
CS(=O)(=O)c1ccc2nc(NC(=O)c3cccc(Br)c3)sc2c1,11%
O=C(c1cccc([N+](=O)[O-])c1)c1ccc2c(c1)C(=O)N(N1C(=O)c3ccccc3C1=O)C2=O,13%
COc1ccc(-c2cc(-c3ccccc3)nc(N3CCOCC3)n2)cc1OC,11%
COc1ccc(C2/C(=C(/O)c3ccc(C)cc3)C(=O)C(=O)N2CCCCCC(=O)O)cc1OC (stereo not given),0%
COC(=O)c1cccc(OC)c1[N+](=O)[O-],5%
CN(C)c1ccc(C(=O)NCc2ccccn2)cc1,3%
CCOC(=O)C1=C(C)N=c2s/c(=C\c3ccc(C)cc3)c(=O)n2C1c1ccc(OC)c(OC)c1 (stereo not given),5%
Cc1ccc(S(=O)(=O)N(CC(=O)Nc2ccc(F)cc2)Cc2ccccc2)cc1,1%
COCCCNC(=O)c1ccccc1C,4%
COC(=O)c1ccc(C(=O)OC)c(NC(=O)/C=C/c2ccc(Cl)cc2)c1,16%
COC(=O)C1=CN(Cc2ccc(OC)cc2)C=C(C(=O)OC)C1c1ccsc1,24%
COc1ccc(C(=O)NCc2ccncc2)cc1[N+](=O)[O-],5%
CCOC(=O)c1c(NC(=S)Nc2ccc(OC)cc2)sc2c1CCC2,27%
C=CCN(c1ccc(C(=O)O)cc1)S(=O)(=O)/C=C/c1ccccc1,1%
Cc1ccc(NC(=O)C(=O)NCc2ccc(/C=c3/sc4n(c3=O)CCCN=4)o2)cc1,7%
COc1ccc(CCNC(=O)CN(CCc2ccccc2)S(=O)(=O)c2ccc(C)cc2)cc1,14%
COc1ccccc1-c1c(C#N)c(N)c(C#N)c2c1CCCC2,31%
Cc1ccc(SCCNC(=O)CN(c2ccccc2)S(=O)(=O)c2ccccc2[N+](=O)[O-])cc1,5%
COc1ccc(N(CC(=O)Nc2cc(C)ccc2OC)S(C)(=O)=O)c(OC)c1,2%
O=C(Nc1nc2c(s1)C(=O)CCC2)c1ccccc1Cl,0%
CCN(CC)Cc1c(O)ccc2occ(C(=O)c3cccs3)c12,4%
CCOCCOC(=O)c1ccc(NC(=O)c2ccncc2)cc1,36%
Oc1[nH]c2ccccc2c1C=NC(c1ccccc1)c1ccccc1,12%
CCOC(=O)C1=C(C)NC2=C(C(=O)CCC2)C1c1cccc(Cl)c1Cl (stereo not given),13%

Later entries:
canonical_smiles,RNase H inhibition
O=C(c1ccc(F)cc1)N1CCN(C(=O)c2cccs2)CC1,6%
COc1cc(/C=C2\C(=O)NC(=S)N(c3ccc(Br)cc3)C2=O)ccc1OC(C)C,13%
CC(C(=O)O)N1C(=O)/C(=C\c2ccc(F)cc2)SC1=S (stereo not given),3%
CCOC(=O)c1c(NC(=O)Cc2ccc(OC)cc2)sc(C(=O)Nc2ccccc2OC)c1C,8%
O=C(Nc1ccccn1)c1ccc(CN(c2ccccc2)S(=O)(=O)c2ccccc2)cc1,9%
C/C(=N\NC(=O)COc1c(C)cc(Br)cc1C)c1cccs1,35%
CN(C)c1ccc(-n2cccc2/C=C2\C(=O)NC(=O)N(c3ccccc3F)C2=O)cc1,19%
COc1cccc(OCCCOc2ccc(C(=O)c3ccccc3)cc2)c1,29%
CCOc1ccccc1NC(=O)C(N)=O,3%
